Bioassay records (PubChem BioAssay)
CHT block – inhibitors of human choline transporter CHT. CHT-expressing cells, membrane potential dye, choline response; hits give low values. AID 488975, 2010. hit rate 0.86% among 310,000. B-score at 10 µM. High affinity choline transporter 1 (Homo sapiens), Q9GZV3;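 active = B-score over 3 SD under the library average, and starting fluorescence ratio not unusually high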;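 also: choline stimulus applied at its EC90 after an EC20 pre-addition; B-score computed on integrated fluorescence ratio after choline addition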
Target sequence (Q9GZV3 whole entry, looked up): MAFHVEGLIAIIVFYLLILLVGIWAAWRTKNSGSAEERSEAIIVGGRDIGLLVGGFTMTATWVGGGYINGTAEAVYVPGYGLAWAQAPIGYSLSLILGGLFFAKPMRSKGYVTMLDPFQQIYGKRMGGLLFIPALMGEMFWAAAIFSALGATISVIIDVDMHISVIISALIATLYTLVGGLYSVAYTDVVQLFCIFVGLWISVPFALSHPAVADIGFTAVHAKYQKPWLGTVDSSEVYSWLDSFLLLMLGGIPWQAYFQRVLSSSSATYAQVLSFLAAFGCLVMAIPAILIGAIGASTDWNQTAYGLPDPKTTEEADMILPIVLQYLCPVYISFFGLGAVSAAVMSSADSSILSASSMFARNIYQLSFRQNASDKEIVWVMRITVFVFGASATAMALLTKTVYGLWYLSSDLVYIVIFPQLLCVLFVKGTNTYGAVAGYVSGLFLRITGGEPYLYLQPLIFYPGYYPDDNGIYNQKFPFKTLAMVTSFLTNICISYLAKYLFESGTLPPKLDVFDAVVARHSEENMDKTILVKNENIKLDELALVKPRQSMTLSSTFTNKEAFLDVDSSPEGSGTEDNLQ
KCNQ2 inh – KCNQ2 potassium channel inhibitors, primary screen, cell-based, CHO-K1, FluxOR thallium flux, B-score (AID 2156); hit rate 1.1% among 310,000; B-score at 10 µM; Potassium voltage-gated channel subfamily KQT member 2 (Rattus norvegicus), O88943; 20 min; hits give low values;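 active = fluorescence ratio B-score at most minus 3 library SDs, with starting brightness B-score within 2 library SDs, cut at about -5.5 in these data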
Kir21 block – inhibitors of mouse Kir2.1 inward-rectifier potassium channel. HEK293-Kir2.1, FluxOR thallium flux fluorescence; hits give low values. Inward rectifier potassium channel 2 (Mus musculus), P35561. hit rate 0.85% among 310,000. B-score at 10 µM. AID 1672, 2009;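 active = fluorescence ratio B-score at or below minus 3 SD of library scores, with starting-brightness B-score within 2 SD, cut at about -4.2 in these data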;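 also: channel flux triggered by added potassium and thallium sulfate stimulus; B-score of peak minus minimum fluorescence over baseline after thallium stimulus; more negative B-score means stronger Kir2.1 block with less thallium influx; some compounds called inactive have numbers as strong as hits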
Target sequence (P35561 whole entry, looked up): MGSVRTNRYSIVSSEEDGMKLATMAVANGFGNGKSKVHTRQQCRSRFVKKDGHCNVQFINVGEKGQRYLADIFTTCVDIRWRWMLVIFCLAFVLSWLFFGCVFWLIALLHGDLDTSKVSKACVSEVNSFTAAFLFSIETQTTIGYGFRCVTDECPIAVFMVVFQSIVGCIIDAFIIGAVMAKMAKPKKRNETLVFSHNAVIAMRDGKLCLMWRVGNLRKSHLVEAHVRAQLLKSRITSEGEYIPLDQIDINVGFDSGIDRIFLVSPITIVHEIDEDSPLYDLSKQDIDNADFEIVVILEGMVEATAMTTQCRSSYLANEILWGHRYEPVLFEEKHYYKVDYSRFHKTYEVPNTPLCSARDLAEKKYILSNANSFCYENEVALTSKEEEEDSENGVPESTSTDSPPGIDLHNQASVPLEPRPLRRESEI
Numbers without * were called inactive; i = inactive; x = no result given. Compounds as they come. About 2.6% of those tested had a hit in this group.

Values in the order – CHT block, Kir21 block, KCNQ2 inh
1	COc1ccc(N=Nc2c(C)[nH][nH]c2=O)cc1
 : i, -0.07, i
2	CNC(=O)c1cc2c(=O)n3cccc(C)c3nc2n(C(C)C)c1=N
 : i, -1.52, i
3	Cc1cc(C)cc(OCC(=O)N/N=C/c2ccncc2)c1
 : i, 1.41, i
4	COc1cc(Cl)c(C)cc1NC(=O)c1cc(S(=O)(=O)N(C)C)ccc1N1CCCC1
 : i, 0.73, i
5	CCOc1ccccc1CNC(=O)c1ccc2c(c1)N(CC)CCS2
 : i, -0.37, i
6	CC1CN(c2ccccc2)CCN1C(=O)c1cc(COc2c(F)cccc2F)on1 (stereo not given)
 : i, 1.76, i
7	O=C(NCCc1c[nH]c2ccccc12)/C(=C\c1cccnc1)NC(=O)c1ccccc1Br
 : i, -0.21, i
8	O=C(Nc1ccc(COc2ccccc2)cc1)Nc1cccc(C(=O)O)c1
 : i, 0.75, i
9	COC(=O)c1ccc(CSc2nc3c(c(=O)n2-c2ccc(C)cc2)SCC3)o1
 : i, -0.1, i
10	COc1ccc(C(=O)Nc2nc3c(s2)Cc2cc(OC)ccc2-3)cc1
 : i, -0.22, i
11	Cn1nnnc1SCc1c(F)cccc1F
 : i, 1.03, i
12	CC(C)NC(=S)N/N=C/c1cccs1
 : i, 0.93, i
13	CCOC(=O)C1C(=O)C=C(N2CCOCC2)CC1c1cccc(OC)c1 (stereo not given)
 : i, -0.36, i
14	COc1cccc(C(=O)NCCNC(=O)c2ccc(C)nc2)c1
 : i, -1.32, i
15	COc1ccc(C(=O)CNC2=NCCC2)cc1
 : i, 0.04, i
16	O=C(Nc1ccccc1)c1sccc1Oc1ccc([N+](=O)[O-])cc1F
 : i, -0.2, i
17	Cc1cccn2c(=O)c(C=O)c(N3CCCCCC3)nc12
 : -6.4*, 0.12, i
18	CCOC(=O)c1sc2nc(C)nc(NCc3ccccc3)c2c1C
 : i, 0.11, i
19	Cn1c(N)cc(-c2ccc(F)cc2)c(C#N)c1=O
 : i, -2.23, i
20	C(=C\c1ccccc1)/CSc1nnc(-c2cnccn2)n1Cc1ccco1
 : i, -5.27*, i
21	CCCC(=O)Nc1sc(C(=O)OC)c(C)c1C(N)=O
 : i, 0.7, i
22	CC1(C)CC2(C)OC(=N)C1(C#N)C2(C#N)C#N (stereo not given)
 : i, -0.49, i
23	COc1ccc(CN2CCN(CC3CC3)CC2CCO)cc1C (stereo not given)
 : i, 0.32, i
24	CC(C)c1nnc(N2C(=O)C(O)=C(C(=O)c3cccs3)C2c2ccccc2)s1 (stereo not given)
 : x, -11.5, i
25	CC1CCC(N(CCCN)Cc2ccco2)CC1C (stereo not given)
 : i, -2.36, i
26	Cc1cccc(N2C(S)=C(C#N)C(=O)NC2c2ccco2)c1 (stereo not given)
 : i, 0.79, i
27	COC(=O)[C@@]1(Cc2ccc(F)cc2)[C@H]2c3cc(C(=O)N4CCCC4)n(CCc4c[nH]c5ccc(OC)cc45)c3C[C@H]2CN1C(=O)c1ccccc1
 : i, 1.23, i
28	O=C(Cn1cccc1C(=O)c1ccccc1)NCc1cccs1
 : i, 1.11, i
29	CCOC(=O)c1nnn(-c2nonc2N)c1CN(CC)c1ccccc1
 : i, -2.29, i
30	S=C(NCc1cccnc1)c1ccccc1
 : i, 2.19, i
31	CCOC(=O)C1(CC)NC(c2ccco2)C2C(=O)N(CC)C(=O)C21 (stereo not given)
 : i, 0.14, i
32	COc1ccc(CC(=O)OCC(=O)Nc2ccc3[nH]c(=O)[nH]c3c2)cc1
 : i, -0.01, i
33	CN(C)CCCN1C(=O)C(=O)/C(=C(/O)c2ccncc2)C1c1cccc(Br)c1 (stereo not given)
 : i, -1.08, i
34	CCOc1ccc(CCNC(=O)C2CC(=O)N(CCc3ccc(OC)c(OC)c3)C2)cc1OCC (stereo not given)
 : i, -0.17, i
35	COc1ccc(N2CCOCC2)c(NC(=O)c2ccc(Br)o2)c1
 : i, -0.83, i
36	N#Cc1cnc(Oc2ccc(Cl)cc2)nc1N
 : i, 0.05, i
37	Cc1nc2ccc(S(=O)(=O)N(C)CC(=O)Nc3ccccc3F)cc2s1
 : i, 0.34, i
38	C/C(=N\NC(=O)Cc1c(Cl)cccc1Cl)c1cccnc1
 : i, -1.05, i
39	OCC(Cc1ccc2c(c1)OCO2)C(CO)Cc1ccc2c(c1)OCO2 (stereo not given)
 : i, -3.7, i
40	COc1ccc(NC(=O)c2oc3ccccc3c2C)c(OC)c1
 : i, 0.04, i
41	CCOc1ccccc1NC(=O)CSc1nnc(Cc2cccn2C)n1-c1ccc(F)cc1
 : i, -0.36, i
42	O=C(COc1coc(CN2CCN(c3ccccc3)CC2)cc1=O)NC1CCCCC1
 : i, 2.1, i
43	COc1ccc(CC(C)Nc2cccc(SC)c2)cc1 (stereo not given)
 : i, -0.93, i
44	Cc1cc(C)c2c(c1)cc(C)c1nnc(SCC(=O)Nc3ccc(S(=O)(=O)N4CCCCC4)cc3)n12
 : i, -0.06, i
45	O=C(Nc1cccc(Cl)c1)Nc1nccs1
 : i, 1.72, i
46	Brc1cccc(CN2CCCCCC2)c1
 : i, -0.05, i
47	O=C(NCc1ccc(F)cc1)C1CCN(S(=O)(=O)c2ccc3c(c2)OCCCO3)CC1
 : i, -2.18, i
48	CCC(C)c1ccccc1N1CC(C(=O)Nc2ccc(S(=O)(=O)N3CCOCC3)cc2)CC1=O (stereo not given)
 : i, -1.83, i
49	CNCCc1ccccn1
 : i, 0.75, i
50	CCOc1cc(/C=N/NC(=O)CSc2nncn2C)ccc1OC(=O)c1ccc(Cl)cc1
 : i, 2.15, i
51	COC(=O)c1sccc1NC(=O)CC1C(=O)NCCN1C(=O)c1c(F)cccc1Cl (stereo not given)
 : i, -0.17, i
52	Cc1ccc(CS(=O)(=O)CCC(=O)NCCCN2CCCC2)cc1
 : i, -0.51, i
53	Cc1ccc2occ(/C=N/NC(=O)[C@@H](N)Cc3ccccc3)c(=O)c2c1
 : i, 0.39, i
54	CCOC(=O)c1ccc(NC(=O)c2cn(CCC#N)nc2-c2ccc3c(c2)OCCO3)cc1
 : i, -0.06, i
55	CCCCCCn1c(CN2CCN(CCO)CC2)nc2c1c(=O)n(C)c(=O)n2C
 : i, -1.38, i
56	COC(=O)c1cccc(NC(=O)CN2CCC(NC(=O)c3cc(OC)c(OC)c(OC)c3)CC2)c1
 : i, -1.03, i
57	O=C(Cn1nc(C(F)(F)F)c2c1CCCC2)NC1CCCC1
 : -5.77*, 1.45, i
58	Cc1ccccc1NC(=S)N1CCCCCC1
 : i, -0.23, i
59	CCN(c1ccccc1)S(=O)(=O)c1cccc(C(=O)NCc2ccncc2)c1
 : i, 0.88, i
60	COc1ccc(/C(C)=N/N=C(N)N)c(O)c1
 : i, -0.02, i

Next section.
Values in the order – CHT block, Kir21 block, KCNQ2 inh
61	O=C(NC1CCCCC1)Oc1cc2oc(=O)sc2cc1Br
 : i, -0.53, i
62	NC(=O)c1ccsc1NC(=O)C1CCCCC1
 : i, -0.01, i
63	CCOc1ccc(NC(=O)CN(C)C(=O)c2ccncc2)cc1OCC
 : i, 1.54, i
64	CCCCn1c(N)c(N(CC(C)C)C(=O)CSc2ccc([N+](=O)[O-])cc2)c(=O)[nH]c1=O
 : i, 0.09, i
65	Cc1ccc(Sc2nc(C)c([N+](=O)[O-])c(C)c2C#N)cc1
 : i, -1.14, i
66	Cc1ccc(NC(=O)c2cccc(NC(=O)CC3SC(N4CCCCC4)=NC3=O)c2)nc1 (stereo not given)
 : i, 1.74, i
67	Cc1cc(C)n(-c2ccc(S(=O)(=O)N3CCOCC3)cc2[N+](=O)[O-])n1
 : i, -1.05, i
68	O=C(Nc1ccccc1)c1ccc2nsnc2c1
 : i, -1.3, i
69	O=C(Nc1ccccc1C(=O)N1CCN(c2cccc(Cl)c2)CC1)C1=CSCCO1
 : i, -2.19, i
70	COC(=O)CCC(=O)Nc1ccc(Br)cc1
 : i, -0.11, i
71	CCOc1ccc(S(=O)(=O)Nc2nc3ccccc3nc2Cl)cc1
 : i, 0.32, i
72	COc1nccnc1NS(=O)(=O)c1ccc(NCc2cc(Br)ccc2O)cc1
 : i, -1.41, i
73	Cc1ccc(NC(=O)c2nc[nH]c2C(=O)Nc2ccc(C)cc2)cc1
 : i, -1.52, i
74	CC1Cc2nc(SCC(=O)NCc3ccccc3)n(Cc3ccccc3)c(=O)c2S1 (stereo not given)
 : i, -0.91, i
75	CCn1c(SCC(=O)NCc2ccco2)nc2ccccc2c1=O
 : i, -0.79, i
76	CCn1c(SCC(=O)NCc2ccco2)nnc1C(C)C
 : i, 1.69, i
77	COc1cc(NC(=O)c2ccccc2Cl)ccc1NC(=O)c1ccco1
 : i, -0.73, i
78	COc1ccc(/C=C/C(=O)NCCCn2ccnc2)cc1
 : i, -0.06, i
79	CN1C(=O)OC(C)(CCc2ccccc2)C1(C)O (stereo not given)
 : i, -0.02, i
80	COC(=O)c1ccc(NC(=O)Cc2ccc(C)cc2)cc1
 : i, -1.11, i
81	Cc1ccccc1NC(=O)COC(=O)C1C2CC3OC(=O)C1C3C2 (stereo not given)
 : i, -0.69, i
82	O=C(CC1SC(=O)NC1=O)Oc1ccc(/C=N/NC(=O)c2ccccc2O)cc1 (stereo not given)
 : i, 0.45, i
83	COc1ccc(NC(=O)c2cc(C)on2)cc1OC
 : i, 2.96, i
84	CSc1nc(-c2ccccc2)c(C#N)c(=O)[nH]1
 : i, -0.01, i
85	COc1ccc(NC(=O)C2CC(c3ccccc3O)=NO2)cc1OC (stereo not given)
 : i, 0.49, i
86	Cc1nn2c(CN(C(=O)CN3CCOCC3)c3ccccc3)nnc2c2ccccc12
 : i, 0.03, i
87	CCCCNC(=O)c1onc(CSc2ccccc2)c1C(=O)O
 : i, 0.83, i
88	COc1cccc2cc(C(=O)NCCC3=CCCCC3)c(=O)oc12
 : i, 0.33, i
89	CC1Cc2nc(SCC(=O)NC3CCCCC3)n(C)c(=O)c2S1 (stereo not given)
 : i, -0.05, i
90	CCOc1cc(C(=O)OCC(=O)Nc2ncc(Cl)c(C)c2Cl)ccc1OCC(=O)N1CCOCC1
 : i, -0.39, i
91	Cc1ccc(N2C(=O)CC(Nc3ccccc3)C2=O)cc1 (stereo not given)
 : i, 0.07, i
92	Cc1ccc(/C=N/N2CCOCC2)s1
 : i, 0.66, i
93	CCN(C(=O)c1ccc(S(=O)(=O)N2CCC(C)CC2)cc1)C1CCS(=O)(=O)C1 (stereo not given)
 : i, -1.02, i
94	O=C(NC1CCCC1)c1ccc(CS(=O)(=O)c2cccc(C(F)(F)F)c2)o1
 : i, -0.84, i
95	COc1cccc(Cn2cnc3c(N)c(C)c(C)cc32)c1
 : i, 1.34, i
96	COC(=O)C(C)Sc1ncnc2c1nnn2-c1ccc(F)cc1 (stereo not given)
 : i, -1.25, i
97	CCOc1ccc(NC(c2ccccn2)c2oc(CO)cc(=O)c2O)cc1 (stereo not given)
 : i, 1.03, i
98	Cc1ccc(C(=O)NC(C)(COc2nonc2C)COc2nonc2C)cc1
 : i, -1.96, i
99	CCc1nn(C(C)C(=O)NCc2cccc(OC)c2)c(=O)c2cc3occc3n12 (stereo not given)
 : i, -2.99, i
100	O=C(Cn1cnc(S(=O)(=O)N2CCCCC2)c1)Nc1ccc(OC(F)(F)F)cc1
 : i, 0.87, i
101	C/C(=N\Nc1nc(-c2cc(C)ccc2C)cs1)c1cc2ccccc2oc1=O
 : i, 0.71, i
102	Cc1nc2nc(SCC(=O)NCCCN3CCCC3)nn2c(C)c1Cc1ccccc1Cl
 : i, -0.39, i
103	O=C(CSc1nnnn1-c1cccnc1)Nc1ccc(F)cc1F
 : i, 0.01, i
104	Cc1ccc(S(=O)(=O)n2nc(-n3c(C)ccc3C)c3c(F)cccc32)c2ccccc12
 : i, 0.88, i
105	CCN(CC)C(=O)[C@]1(c2ccccc2)C[C@@H]1CN
 : i, -0.08, i
106	Cc1nnc(SCC(=O)NCc2ccc(Cl)cc2)[nH]c1=O
 : i, 0.43, i
107	CC(C)(C)OC(=O)N1CCC[C@H]1c1nnc(SCc2c(Cl)cccc2Cl)o1
 : i, -3.18, i
108	Cc1ocnc1C(=O)Nc1ccc(Cl)cc1
 : i, -1.43, i
109	COCCCNC(=O)c1c(N)n(-c2ccc(S(N)(=O)=O)cc2)c2nc3ccccc3nc12
 : i, -1.01, i
110	CCOc1ccccc1NC(=O)/C(C#N)=C/c1c(C)nn(-c2ccccc2)c1Cl
 : i, 0.04, i
111	O=C(c1ccc(Cl)c(S(=O)(=O)NCc2ccco2)c1)N1CCN(c2ccc(F)cc2)CC1
 : i, -0.73, i
112	COC(=O)Cn1c(=O)cnc2ccccc21
 : i, 0.35, i
113	CCS(=O)(=O)c1ccc2c(c1)N(S(=O)(=O)c1ccc(OC)cc1)CC(C(=O)O)O2 (stereo not given)
 : i, 0.25, i
114	Cc1cc(C)cc(C(=O)N2CCCCCC2)c1
 : i, 0.52, i
115	COc1ccc(C(=O)c2oc3ccccc3c2NC(C)=O)cc1
 : i, 1.91, i
116	COc1ccc(NS(=O)(=O)c2cc(C(=O)O)ccc2C)cc1
 : i, 0.46, i
